# CHRM5 agonist: human M5 muscarinic receptor agonists, primary screen, CHO-K1 cells, Fluo-8 calcium fluorescence | activation, % at 3 µM | AID 624037, 2012 | CHO-K1 hM5 cells; 0% DMSO wells, 100% maximal acetylcholine response | 360,000 compounds, 0.19% hits;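 active means activation above the run's mean over test compounds plus 3 SD, cut at about 23% in these data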;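 further: signal is peak over basal fluorescence ratio across the kinetic read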
# M5 antag: human M5 muscarinic receptor antagonists, primary screen, CHO cells, Fluo-8 calcium fluorescence; AID 624040, 2012; CHO-hM5 cells, ACh EC80; 360,000 compounds, 0.59% hits; inhibition, % at 3 µM; Muscarinic acetylcholine receptor M5 (Homo sapiens), P08912;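 active means inhibition above a per-plate cutoff, the mean of that plate's test compounds plus 3 SD, cut at about 27% in these data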;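 further: 0% = acetylcholine EC80 with DMSO and 100% = DMSO without agonist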
# M4 ag: human M4 muscarinic receptor agonists, primary screen, CHO-K1 cells, Fluo-8 calcium fluorescence | CHO-K1 hM4/Gqi5; vehicle 0%, full acetylcholine response 100% | activation, % at 3 µM | 360,000 compounds, 0.14% hits | AID 624127, 2012;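 active means activation above the run mean over all test wells plus 3 SD, cut at about 32% in these data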;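 further: peak over basal fluorescence ratio per well then scaled between controls; 0% = DMSO wells and 100% = acetylcholine at EC100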
# Target sequence (P08173 whole entry, looked up): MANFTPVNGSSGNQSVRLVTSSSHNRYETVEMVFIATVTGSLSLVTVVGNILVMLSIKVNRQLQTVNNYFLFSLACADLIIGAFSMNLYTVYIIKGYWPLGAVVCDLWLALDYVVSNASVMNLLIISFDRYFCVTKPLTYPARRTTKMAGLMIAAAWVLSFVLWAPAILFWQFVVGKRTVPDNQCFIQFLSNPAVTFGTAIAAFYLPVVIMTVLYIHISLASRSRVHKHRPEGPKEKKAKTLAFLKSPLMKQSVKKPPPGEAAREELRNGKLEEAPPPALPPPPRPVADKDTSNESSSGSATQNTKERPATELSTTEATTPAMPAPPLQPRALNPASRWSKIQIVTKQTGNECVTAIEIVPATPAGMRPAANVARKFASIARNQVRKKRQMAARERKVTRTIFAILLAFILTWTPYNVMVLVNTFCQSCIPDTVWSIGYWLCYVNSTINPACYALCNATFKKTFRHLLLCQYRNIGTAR
# CHRM1 antagonist: human M1 muscarinic receptor antagonists, primary screen, CHO-K1 cells, Fluo-8 calcium fluorescence, 1536-well | CHO-K1 hM1, ACh EC80 antagonist | inhibition, % at 3 µM | Muscarinic acetylcholine receptor M1 (Homo sapiens), P11229 | 360,000 compounds, 1.3% hits | AID 588852, 2011;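 active means percent inhibition above its own plate's cutoff, namely the mean of that plate's compound wells plus 3 SD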;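 further: peak over basal fluorescence ratio during 140 s after agonist addition; 0% = ACh EC80 plus DMSO and 100% = DMSO alone without agonist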
# M4 antag: human M4 muscarinic receptor antagonists, primary screen, CHO cells, Fluo-8 calcium fluorescence; AID 624125, 2012; CHO-hM4 cells, ACh EC80; 360,000 compounds, 0.73% hits; inhibition, % at 3 µM;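 active means inhibition above its plate's cutoff, the mean inhibition of sample wells plus 3 SD, cut at about 27% in these data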;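 further: 0% = acetylcholine EC80 with DMSO and 100% = DMSO without agonist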
# CHRM1 PAM: human M1 muscarinic receptor positive allosteric modulators, primary screen, CHO-K1 cells, Fluo-8 calcium fluorescence, 1536-well. activation, % at 3 µM. 360,000 compounds, 0.088% hits. AID 588819, 2011. Muscarinic acetylcholine receptor M1 (Homo sapiens), P11229. CHO-K1 hM1, ACh EC20; 0% = ACh EC20, 100% = maximal ACh; in the data active means activation above about 19%, passing the limit was not always enough
# CHRM1 agonist: human M1 muscarinic receptor agonists, primary screen, Fluo-8 calcium fluorescence, CHO-K1 cells, HTS; Muscarinic acetylcholine receptor M1 (Homo sapiens), P11229; CHO-K1 hM1, agonist mode; 0% DMSO, 100% acetylcholine EC100; activation, % at 3 µM; 360,000 compounds, 0.33% hits;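 active means activation above the run's mean compound activation plus 3 SD, cut at about 16% in these data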;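 further: peak over basal fluorescence ratio within a 140 s kinetic read after compound addition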
# TAAR1 agonist: human TAAR1 agonists, primary screen, Fluo-8 calcium fluorescence, CHO RD-HGA16 cells; activation, % at 3 µM; Trace amine-associated receptor 1 (Homo sapiens), Q96RJ0; 360,000 compounds, 0.99% hits; vehicle wells 0%, saturating PEA agonist 100%;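 active means activation above the mean activation of all test compounds in the run plus 3 SD, cut at about 38% in these data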
# Target sequence (Q96RJ0 whole entry, looked up): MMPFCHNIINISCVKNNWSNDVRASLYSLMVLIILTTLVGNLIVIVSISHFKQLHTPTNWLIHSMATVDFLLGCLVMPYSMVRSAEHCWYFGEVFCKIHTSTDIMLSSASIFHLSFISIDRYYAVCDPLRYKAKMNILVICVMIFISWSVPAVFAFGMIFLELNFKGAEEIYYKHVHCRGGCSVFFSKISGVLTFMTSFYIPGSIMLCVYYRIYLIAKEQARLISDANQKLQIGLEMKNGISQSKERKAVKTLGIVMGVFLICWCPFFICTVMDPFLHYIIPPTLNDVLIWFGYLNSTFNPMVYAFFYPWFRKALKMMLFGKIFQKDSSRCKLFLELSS
#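 Repeats: no replicates (n 1) | Material: CHO-derived RD-HGA16 cells with stable Gα16 and human TAAR1 | Technique: Kinetic Fluo-8 calcium fluorescence | Schedule: 17-24 h seeding, 75 min 37 °C dye, 30 min RT | Evaluation: % activation from peak over basal fluorescence ratio, DMSO-to-PEA scaled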
# M5 PAM: human M5 muscarinic receptor positive allosteric modulators, primary screen, CHO-K1 cells, Fluo-8 calcium fluorescence. Muscarinic acetylcholine receptor M5 (Homo sapiens), P08912. CHO-K1 hM5, ACh EC20 PAM; 0% = ACh EC20, 100% = ACh EC100. activation, % at 3 µM. 360,000 compounds, 0.3% hits;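 active means activation above the run cutoff, the mean activation of all test compounds plus 3 SD, cut at about 18% in these data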
#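 System – CHO-K1 hM5 cells · Compound – 3 µM, single dose · Incubation – compound preincubation 140 s before EC20 acetylcholine addition · Technique – Fluo-8 calcium fluorescence · Measure – Max/basal fluorescence ratio as % of EC20–EC100 ACh window · Benchmarks – low control EC20 acetylcholine (0%), high control EC100 acetylcholine (100%) · Replication – singlicate, one well per test compound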
# Numbers without * were called inactive; · = not tested or not shown. A portion of the library; the hit share may differ from the screen's.
SMILES,CHRM5 agonist,M5 antag,M4 ag,CHRM1 antagonist,M4 antag,CHRM1 PAM,CHRM1 agonist,TAAR1 agonist,M5 PAM
CCOC(=O)Cn1nc(NC(=O)c2ccc3c(c2)OCO3)cc1C,-4,-4,-2,-14,26,6,-1,0,-1
Cc1cc(N/N=C/c2ccncc2)nc2ccccc12,0,-15,1,-14,-4,12,-4,5,8
COCCNC(=O)c1cccc(NC(=O)C2=C(C)OCCS2)c1,-2,9,0,2,3,0,-8,7,-3
CCCCCCN1C[C@H](n2cc(COC(=O)c3ccccc3)nn2)[C@@H](O)C[C@@H]1c1ccc(Cl)cc1,-1,4,0,-5,1,-1,-9,4,-1
CCOC(=O)NCCc1c(C)nc2c(c(C)nn2C(C)(C)C)c1C,-8,-3,2,6,-3,0,-5,6,1
COc1c(S(=O)(=O)NCCCN2CCOCC2)ccc(Cl)c1Cl,0,12,-1,-3,-7,-1,-3,0,-8
CN(C)CCNc1nc2sc3c(c2c(=O)n1-c1ccccc1)CCCCC3,0,3,3,-1,11,4,-1,5,-1
Oc1cc(O)c2c(c1)O[C@H](c1ccc(O)c(O)c1)[C@H](O)C2,3,-4,2,-16,-6,16,0,15,1
Cc1cc2c(SCC(=O)Nc3ccccc3O)ncnc2s1,3,-2,2,-2,4,7,-4,-1,8
O=C(NCc1ccccc1Cl)c1cccc(NC(=O)c2ccccc2)c1,-3,15,9,-4,1,-1,-4,3,-14
CN(Cc1cn(C)nc1-c1cccc(Cl)c1)Cc1nccn1C,-17,6,1,0,20,1,-7,0,-6
CCN1/C(=C2/SC(=S)N(C)C2=O)C=Cc2cc(C)ccc21,3,-6,1,-16,1,4,-3,1,6

# Next section (4 carried over from the part before).
SMILES,CHRM5 agonist,M5 antag,M4 ag,CHRM1 antagonist,M4 antag,CHRM1 PAM,CHRM1 agonist,TAAR1 agonist,M5 PAM
Cc1cc2c(SCC(=O)Nc3ccccc3O)ncnc2s1,3,-2,2,-2,4,7,-4,-1,8
O=C(NCc1ccccc1Cl)c1cccc(NC(=O)c2ccccc2)c1,-3,15,9,-4,1,-1,-4,3,-14
CN(Cc1cn(C)nc1-c1cccc(Cl)c1)Cc1nccn1C,-17,6,1,0,20,1,-7,0,-6
CCN1/C(=C2/SC(=S)N(C)C2=O)C=Cc2cc(C)ccc21,3,-6,1,-16,1,4,-3,1,6
O=C(COc1cccc(Cl)c1)Nc1ccc2c(c1)CCC2,-3,5,0,-3,5,1,-11,-1,-4
Cc1csc(=O)n1CCC(=O)OCC(=O)c1c(N)n(C)c(=O)n(C)c1=O,2,-7,-1,-9,19,11,0,5,0
O=c1[nH]c2ccc(S(=O)(=O)Nc3ccc(Cl)cc3)cc2[nH]1,2,-1,0,5,-1,0,-2,1,1
CCCN(CC1CC1)C(=O)COc1ccccc1C(=O)NCc1ccccc1,2,1,8,-2,11,2,-3,8,-3
O=C1COCCOCCOCCOCC(=O)NCCN1,-2,-6,1,-12,-1,13,-3,1,-1
O=S(=O)(NCC(c1ccco1)N1CCOCC1)c1ccc(Cl)cc1 (centres undefined),-2,-1,0,8,5,-2,-3,1,-1
O=C(NCCCN1CCOCC1)c1ccc2c(=O)n(Cc3cccc(Br)c3)c(=S)[nH]c2c1,0,14,3,7,4,3,-8,·,2
CCOC(=O)CN(C(=O)Cn1nnc(-c2ccc(C)cc2)n1)C(CC)C(=O)NC1CCCC1 (centres undefined),-2,0,6,0,-16,3,-5,5,0
O=C(c1cccc(F)c1)N1CCN(C(=O)c2cc3ncc(Br)cn3n2)CC1,1,-3,1,-10,1,9,-3,7,-2
COCc1nnc(NC(=O)CC(C)c2ccccc2)s1 (centres undefined),0,0,-1,-14,0,10,-2,5,-1
CCOc1ccc(OCCC(=O)Nc2ccc(N3CCOCC3)cc2N2CCOCC2)cc1,0,4,1,-8,-7,9,-2,1,-1
N#C/C(=C\c1ccc[nH]1)Sc1nc2ccccc2s1,-5,4,3,7,-2,-4,-4,1,-6
COc1ccc(-n2nc(C(=O)NCC(=O)N3CCN(c4ccccc4)CC3)c3ccccc3c2=O)cc1OC,3,8,14,8,-7,-11,-6,8,-9
COc1ccc(C(=O)N/C(=C\c2ccco2)C(=O)NCc2ccco2)cc1,-3,9,-1,-15,5,11,-1,2,-1
COc1ccccc1NC(=O)CSCc1cc(=O)n2ccsc2n1,-6,-7,2,0,-22,7,-4,2,-3
Cc1ccc(NC(=O)CN(C)C(=O)Cc2c(Cl)cccc2Cl)cc1,-2,10,1,-18,-9,9,-5,1,-3
Cc1ccc(NC(=O)c2sc3ncn(CC(=O)N4CCN(c5ccccn5)CC4)c(=O)c3c2C)cc1,0,-9,10,-10,-9,-1,-5,4,-6
CCOC(=O)C1CCN(C(=O)c2ccccc2Oc2ccccc2)CC1,-4,3,2,-4,-6,5,-5,7,-2
C/[N+]([O-])=C/c1c(OCc2ccccc2)ccc2ccccc12,-3,10,0,-14,5,5,-2,6,-4
CN(C)S(=O)(=O)c1cccc(NC(=O)COC(=O)CCc2nc3ccccc3s2)c1,2,2,6,-2,-7,-12,-1,16,-3
CCOc1ccc(OCC)c(NC(=O)C2CCN(c3nn4c(=O)cc(C)nc4s3)CC2)c1,-4,-7,-2,-13,8,7,-6,·,3
S=c1[nH]nc(CCc2ccccc2)n1Cc1ccccc1,-14,2,2,25,5,-19,-6,4,-7
O=C(N/N=C/c1ccco1)c1cc(-c2cccc3ccccc23)n[nH]1,-12,11,0,-1,2,8,0,8,2
CCCc1cnc(NCCNCC(O)COc2ccc(Cl)c(Cl)c2)nc1 (centres undefined),10,4,17,-5,5,11,3,22,9
O=C(NCc1ccco1)c1ccc(Cn2c(=O)c3ccccc3n(Cc3cccc(F)c3)c2=O)cc1,-2,-12,0,2,1,3,-1,9,6
CCOC(=O)C1=CCN(S(=O)(=O)c2ccccc2C)C1c1cccc(C)c1 (centres undefined),-6,4,-2,15,-12,-10,-11,5,-7
C=CC[C@@H](CC(=O)N[C@@H](CO)Cc1ccccc1)C(=O)NC[C@H](OC(=O)[C@@H](CC=C)Cc1ccc(F)cc1)c1ccccc1,2,14,11,19,-1,-9,-3,20,-11
O=C(CNC(=O)c1ccccc1Br)N/N=C/c1cccs1,-2,2,2,-9,-15,5,-6,36,4
O=C(O)c1ccc(CP(=O)(c2ccccc2)c2ccccc2)cc1,1,0,1,0,0,3,-3,0,2
CCN(CC)S(=O)(=O)c1cccc(C(=O)NN2Cc3ccccc3C2=N)c1,2,-11,1,1,-3,9,-1,3,7
CC1CCCCC1NC(=O)c1nnc(Cc2ccc(Cl)cc2)o1 (centres undefined),0,3,0,-14,-18,6,-1,0,-1
O=C(Cn1cccc1)N1CCc2ccccc21,-2,-7,-1,-12,5,0,-7,-1,8
Cc1ccc(NC(=O)CSCCc2ccccn2)nc1,-7,4,1,-4,4,-2,-3,3,-14
CC1=C(C(=O)N2CCOCC2)CC(CC(=O)NCc2cccc3ccccc23)C(=O)N1CCC1=CCCCC1 (centres undefined),0,-7,5,-8,-10,1,-4,4,3
CC(=O)c1ccc(Nc2nc3ccccc3nc2NS(=O)(=O)c2cccs2)cc1,-2,5,2,7,-4,-6,0,4,-6
COc1ccc(S(=O)(=O)N2CCN(CC(O)COc3ccc(C#N)cc3)CC2)cc1OC (centres undefined),1,6,3,-11,-7,5,-5,1,-2

# Results in M4 antag and CHRM1 antagonist, for some of the entries so far:
SMILES,M4 antag,CHRM1 antagonist
O=C(O)c1ccc(CP(=O)(c2ccccc2)c2ccccc2)cc1,0,0
COc1ccc(S(=O)(=O)N2CCN(CC(O)COc3ccc(C#N)cc3)CC2)cc1OC (centres undefined),-7,-11
CC(=O)c1ccc(Nc2nc3ccccc3nc2NS(=O)(=O)c2cccs2)cc1,-4,7

# Continued.
SMILES,CHRM5 agonist,M5 antag,M4 ag,CHRM1 antagonist,M4 antag,CHRM1 PAM,CHRM1 agonist,TAAR1 agonist,M5 PAM
CCOC(=O)C1=C(CSc2nc3c(cc2C#N)CN(C)CC3)OC(N)=C(C#N)C1c1ccncc1 (centres undefined),0,-4,0,16,9,-20,-7,3,-2
C=CCC(C(=O)OC)(C(=O)OC)c1ccc([N+](=O)[O-])cc1[N+](=O)[O-],-8,7,3,-1,11,4,-7,0,1
COc1cc(O)c(C(C)=O)c(OC)c1,1,-10,0,-34,6,7,-2,-1,11
Clc1ccc(C2CC(c3ccccc3)Nc3ncnn32)cc1 (centres undefined),3,0,4,-5,-1,6,-4,9,3
CC(C)NC(=O)C1(C)CSCC(=O)N1CC(F)(F)F (centres undefined),4,-3,0,·,2,·,·,0,11
O=C(NCC1COc2ccccc2O1)C1(c2ccccc2)CCCC1 (centres undefined),-7,2,0,-4,-9,-1,-14,3,-8
Cc1onc(-c2c(F)cccc2Cl)c1C(=O)Nc1ccc(S(=O)(=O)Nc2ncccn2)cc1,-1,2,1,-10,12,9,-4,1,-2
Cc1ccccc1N1CCN(C(=O)c2cccnc2)CC1,3,0,2,-18,-5,12,-2,0,3
O=C(CSc1ccc2c(c1)OCCO2)NC(=O)Cc1ccccc1,-4,-4,1,-4,1,4,-8,3,2
CCc1cc(C(=O)c2ccc(OC)cc2)c(NC(=O)COCC(=O)O)s1,-1,2,-1,2,0,4,-3,5,6
COc1ccc(CC(=O)Nc2nnc(CC(C)C)s2)cc1S(=O)(=O)N1CCOCC1,0,1,0,1,6,2,-3,1,-1
CC(Oc1ccc2ccccc2c1)C(=O)NNC(=S)NC(=O)c1ccco1 (centres undefined),17,14,·,-1,1,-12,52*,99*,-2
Cc1cccnc1NC(=S)Nc1ccc(Br)cc1Cl,-5,1,0,6,-3,-12,-5,8,-7
COc1ccc(CNc2nc(-c3cccnc3)nn2C(=O)C(C)C)cc1,1,3,3,-2,-6,9,0,2,7
CCn1cc(C(=O)NCCCN2CCC(C)CC2)c2cc(OC)c(OC)cc2c1=O,1,-1,1,-6,6,7,-7,0,3
CC(=O)c1ccc(N2CCN(C(=O)c3ccc(S(=O)(=O)NCc4ccco4)cc3)CC2)cc1,5,18,20,10,2,-12,3,4,-27
CC(C)=CC(=O)N1CCC(N2CCC(C(=O)NCC3CCCO3)CC2)CC1 (centres undefined),-2,-7,1,-18,-2,15,0,1,7
O=C(NNC(=O)c1ccc2ccccc2c1)c1ccc(Cl)c(Cl)c1,0,24,0,-9,5,5,0,1,-7
COc1cc(C(=O)N/N=C(\C)c2ccccn2)cc(OC)c1OC,-3,-6,1,-13,-1,6,-1,0,8
